Screens: PubChem BioAssay, Broad Institute
PGC1a acetyl inh – inhibitors of PGC1a acetylation signal, primary screen, cell-based, U2OS, AlphaScreen, inhibitor mode | AlphaScreen anti-acetyl-lysine; with virally co-expressed GCN5 acetyltransferase | inhibition, % at 15.6 µM | 350,000 compounds, 0.17% hits | AID 651687, 2012;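 active means every replicate shows inhibition of at least 40%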;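 further: 0% = neutral control wells and 100% = positive control wells; some results beyond the cut were filed as inactive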
RAD52 anneal inh – RAD52 DNA annealing inhibitors, primary screen, biochemical, FRET, single point, set 2 | DNA repair protein RAD52 homolog (Homo sapiens), P43351 | recombinant RAD52 DNA annealing, FRET fluorescence | inhibition, % at 18.7 µM | 360,000 compounds, 0.46% hits;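 active means every replicate showing at least 50% inhibition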
Cneo AK release – Cryptococcus neoformans cell lysis inducers, primary screen, AK release luminescence, single concentration; lysis activity, % at 15 µM; AID 651654, 2012; C. neoformans lysis, adenylate kinase release luminescence, 4 h; normalised: neutral wells 0, clomiphene wells 100; 360,000 compounds, 0.2% hits;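 active means mean lysis activity across replicates of at least 80%, whatever share of replicates individually reach that level; inactive means mean lysis activity below 80%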
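Schedule: static 4 h at 37 °C with compound, 1 h detection; system: C. neoformans cells; benchmarks: Clomiphene as positive control; buffer or medium: fresh YPD medium; measure: luminescence rise reflecting yeast cell lysis; measured by: luminescent adenylate kinase detection reagent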
PglD inh – C. jejuni PglD acetyltransferase inhibitors, primary screen, biochemical, DTNB colorimetric, single point; UDP-N-acetylbacillosamine N-acetyltransferase PglD (Campylobacter jejuni); purified PglD enzyme, DTNB colorimetric CoA detection; inhibition, % at 12.5 µM; 360,000 compounds, 0.098% hits; in the data active means inhibition above about 16%, passing the limit was not always enough; further: strong numbers were not always called active
E-sel inducer – E-selectin induction in HUVECs, primary screen, imaging, HUVEC, immunofluorescence imaging, single point; 260,000 compounds, 0.37% hits; AID 686992, 2013; activation, % at 7.58 µM; normalized: neutral wells 0, TNF-alpha wells 100;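 active means mean E-selectin-positive cell signal at least 10% of the positive control, reached in at least 60% of replicates, without over 20% cell loss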;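 further: in these data hits start at about 27%; measured in HUVEC primary endothelial cells; signal is the percent of cells scored E-selectin positive by PE staining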
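Test system: HUVEC | Signal: Immunofluorescence imaging | Read-out: Percent E-selectin-positive cells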
miR122 inh – miR-122 Renilla sensor signal increase in Huh7, primary screen, miR-122 inhibitor project, cell-based, single point, plate reader. Huh7 miR-122 Renilla luciferase sensor, 48 h; neutral wells = 0, positive control = 100. 340,000 compounds, 0.3% hits. AID 602342, 2012. activation (reporter increase), % at 12.5 µM;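 active means mean replicate activation score at least 90 and every replicate individually at or above 90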;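 further: higher luciferase means less miR-122 activity so hits act as miR-122 inhibitors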
RAD54 branch – inhibitors of human RAD54 branch migration, primary screen, biochemical, fluorescence, single point | DNA repair and recombination protein RAD54-like (Homo sapiens), Q92698 | RAD54 Holliday junction branch migration, FAM/BHQ fluorescence | inhibition, % at 10.4 µM | 360,000 compounds, 0.14% hits | AID 602329, 2012;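 active means mean normalized replicate activity at least 40 and at least half of replicates scoring 40 or more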;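 further: 0% = median of neutral control wells and 100% = median of positive control wells; inhibitors cause a drop in the FAM fluorescence signal; in these data hits start at about 50%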
Target sequence (Q92698 whole entry, looked up): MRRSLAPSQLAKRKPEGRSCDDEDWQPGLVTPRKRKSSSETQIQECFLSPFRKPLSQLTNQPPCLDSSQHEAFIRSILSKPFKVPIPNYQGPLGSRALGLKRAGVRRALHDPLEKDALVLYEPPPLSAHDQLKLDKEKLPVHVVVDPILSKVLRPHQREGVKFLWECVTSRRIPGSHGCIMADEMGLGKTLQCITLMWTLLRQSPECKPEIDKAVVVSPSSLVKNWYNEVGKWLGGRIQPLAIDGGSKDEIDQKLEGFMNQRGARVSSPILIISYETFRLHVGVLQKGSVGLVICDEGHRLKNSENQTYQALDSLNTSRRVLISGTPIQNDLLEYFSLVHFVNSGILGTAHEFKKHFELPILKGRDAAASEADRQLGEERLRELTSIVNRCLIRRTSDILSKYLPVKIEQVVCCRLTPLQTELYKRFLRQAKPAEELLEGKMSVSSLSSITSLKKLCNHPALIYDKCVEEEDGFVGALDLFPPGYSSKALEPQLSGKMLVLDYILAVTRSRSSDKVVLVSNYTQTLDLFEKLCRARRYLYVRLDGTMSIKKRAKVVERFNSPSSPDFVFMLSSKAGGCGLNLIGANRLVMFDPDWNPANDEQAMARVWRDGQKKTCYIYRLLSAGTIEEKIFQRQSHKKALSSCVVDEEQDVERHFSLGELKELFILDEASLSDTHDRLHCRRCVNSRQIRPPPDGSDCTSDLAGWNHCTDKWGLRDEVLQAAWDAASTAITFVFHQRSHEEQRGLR
ERAP1 inh – human ERAP1 aminopeptidase inhibitors, primary screen, biochemical, single point, plate reader | 340,000 compounds, 0.15% hits | Endoplasmic reticulum aminopeptidase 1 (Homo sapiens), Q9NZ08 | recombinant ERAP1, Leu-AMC fluorescence, 60 min | inhibition, % at 10.7 µM | AID 652197, 2013;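 active means mean replicate inhibition of at least 30%, or all replicates individually reaching that 30% level; inactive means mean below 30% and not every replicate reaching it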;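 further: 0% = neutral control wells and 100% = L-leucinethiol positive control wells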
Numbers without * were called inactive; / = not tested or not shown; & = joins results of further samples; [ ] = remark or other dose.

SMILES	PGC1a acetyl inh	RAD52 anneal inh	Cneo AK release	PglD inh	E-sel inducer	miR122 inh	RAD54 branch	ERAP1 inh
Cc1cccc(-n2c(SC(C)C(=O)O)nc3sc4c(c3c2=O)CCCC4)c1 (configuration not stated)	7	1	6	0	/	3	-4	5
c1ccc(OCCCCN2CCCCC2)cc1	1	6	6	-5	/	1	-1	-1
C/C(CCC(C)C)=N\NC(=O)COc1ccccc1-c1ccccc1	-2	-5	3	1	5.0	-2	7	-2
CCCCN(C(=O)C1=NN(c2ccccc2)C(=O)CC1)c1c(N)n(CCC)c(=O)[nH]c1=O	-1	-26	-1	5	/	1	7	1
CC(=O)NC[C@@H]1[C@H](c2ccc(-c3ccccc3F)cc2)[C@H](CO)N1C(C)=O	-4	-11	1	0	-0.1	0[16.7 µM]	-4	3
CCCCOC(=O)Nc1nnc(COc2ccccc2)s1	-44	/	-1	0	/	3	-3	/
Cc1ccc(C)c(NC(=S)NC(NC(=O)N(C)C)C(Cl)(Cl)Cl)c1 (configuration not stated)	/	/	7	7	/	4	9	/
CCCN(CC(=O)Nc1ccccc1C)C(=O)C1CCN(c2ncnc3sc(C)c(C)c23)CC1	/	11	-1	2	/	/	-23	3
COc1ccc(CN2CCCC(C(=O)N3CCCC3)C2)c(OC)c1OC (configuration not stated)	5	-3	1	-1&-2	/	2	-2&3	-1
COc1cc(C(=O)OC(C)c2ccc(F)cc2)ccc1OCC(=O)N1CCOCC1 (configuration not stated)	3	-8	0	2	/	-2	-4	1
CS(=O)(=O)N1[C@H](C#N)[C@H](c2ccc(C#CC3CCCCC3)cc2)[C@H]1CO	-2	-38	-4	-5	-0.1	/	-1	2
CN1CCN(c2ccc(NC(=O)c3ccco3)cc2Cl)CC1	/	1	-5	3	1.5	/	-4	-2
COc1ccc(N2C(=O)C3C4C=CC(C4)C3C2=O)nn1 (configuration not stated)	-17	/	1	2	/	3	0	/
O=C(C[C@@H]1CC[C@H](NS(=O)(=O)c2ccccc2)[C@@H](CO)O1)NCc1ccncn1	9	-6	15	0	-1.5	/	-2	-1
CCc1cc2c(=O)c(-c3nc4ccccc4n3C)c(C(C)C)oc2c(CN2CCN(C)CC2)c1O	-1	/	-2	5	/	-6	-1	/
CCCc1cc(C(=O)Nc2sc(C(C)=O)c(C)c2C(=O)OCC)no1	/	-7	-1	-2	/	0	-13	-4
O=C(c1ccc([N+](=O)[O-])cc1)N1CCOCC1	-1	0	1	3	-0.2	-2	-5	0
O=C1c2cccc(Cl)c2C(=O)c2c1cccc2N1CCCC1	5	/	-6	-5	/	2	3	/
CCOC(=O)c1c(C)[n+](-c2ccc(C)cc2)c(CC)c2cc(OC)c(OC)cc12	-5	4	-1	-1	0.2	5	14	1
CN(C)c1ncnc2sc(-c3ccccc3)cc12	/	-4	5	0	/	-8	10	6
Nc1cc(C(F)(F)F)ccc1N1CCOCC1	3	-22	/	/	1.1	/	/	1
COC(=O)CSc1ccc(S(=O)(=O)N2CCCCCC2)cc1[N+](=O)[O-]	2	-7	2	4	-0.1	-3	-5	-1
O=C(COc1ccccc1)Nc1nnc(-c2ccc(Cl)cc2)o1	0	1	2	-5	-0.2	0	-13	-4
COc1cccc(OC)c1C(=O)Nc1ccc(S(=O)(=O)Nc2ncccn2)cc1	12	-22	-1	-2	/	-1	3	-2
CNc1nc2c(C)cccn2c(=O)c1C=NCc1ccccc1	-26	/	0	3	/	0	5	/
Cc1nn(-c2ccccc2)c(NC(=O)c2cccs2)c(-c2ccccc2Cl)c1=O	8	-9	-2	-4	-0.3	0	3	-3
Cn1cnc2cc(NCc3ccc(Cl)cc3)ccc21	/	-15	1	-4	-1.3	3	4	1
C#CCOCCOCCOCCNc1nc(N2CCN(C(=O)[C@H]([C@@H](C)CC)n3cc([C@@H](N)CO)nn3)CC2)nc(N2CCN(C(=O)[C@H](Cc3ccc(O)cc3)n3cc([C@@H](N)CC(C)C)nn3)CC2)n1	-3	-5	-1	-1	1.2	-4	-5	/
CCOc1c(Br)cc(C(=O)Nc2cccc(S(=O)(=O)N3CCOCC3)c2)cc1OC	-17	-12	0	-4	0.0	0	-10	-3
COc1ccc(C#Cc2ccc3c(c2)[C@]2(C(=O)N3)[C@H](C(=O)Nc3nc4ccccc4s3)[C@H]3C(=O)O[C@H](c4ccccc4)[C@H](c4ccccc4)N3[C@@H]2c2ccccc2OCCO)cc1	-3	-12	-9	3	/	/	-6	-1
COCCN1Cc2cccc(C(=O)Nc3cccc(-c4nc5ccccc5[nH]4)c3)c2C1=O	-12	-12	2	6	/	3	-13	-1
CSCCC(NC(=O)c1ccccc1Cl)C(=O)N1CCN(C(c2ccccc2)c2ccccc2)CC1 (configuration not stated)	-11	-29	2	7	0.6	3	-24	2
Nc1[nH]nc2ncc3cc4ccccc4nc3c12	16	-25	/	/	-1.0	/	/	1
CN(C1=C(N2CCOCC2)C(=O)c2ccccc2C1=O)c1ccccc1	0	/	-2	0	1.7	-3	2	/
Cc1ccc2c(c1)N(CC(=O)N1CCCCC1C)C(=O)CO2 (configuration not stated)	/	-13	2	-2	-0.1	/	6	-1
O=C1CCC(=O)N1c1ccc(NCCc2cccc(F)c2)c([N+](=O)[O-])c1	-1	-24	0	4	0.9	-5	-6	2
CC1(C)CC(=O)C2=C(C1)N(c1cccc(O)c1)C1=C(C2)C(=O)CC(C)(C)C1	9	/	0	6	/	-9	-1	/
CC(C)C(=O)N1CCC(n2nccc2NC(=O)CCc2ccccc2)CC1	-2	-5	-1	3	0.3	9	6	-7
O=C(C[C@@H]1CC[C@H]2[C@@H](COC[C@H](O)CN2Cc2ccc3c(c2)OCO3)O1)N1CCCCC1	5	2	-2	1	-0.1	2[16.7 µM]	1	4
CC=Cc1ccc2n(c1=O)C[C@H]1[C@H](CO)[C@@H](C(=O)NCCc3ccncc3)[C@@H]2N1Cc1ccncc1 (mixture of isomers)	/	-8	0	-3	-0.5	-3[16.7 µM]	14	-1
COc1cc2c(cc1OC)[C@@H](NC(=O)Cc1ccc(F)cc1)[C@H](OCc1ccccc1)C2	/	-1	4	-1	0.0	/	-2	0
CC1(C)SC2C(NC(=O)COc3ccccc3)C(=O)N2C1C(=O)O (configuration not stated)	-5	-10&-13	0	2	-0.2	2	2	-2&12
C[C@@H]1CN([C@H](C)CO)C(=O)c2cccc(NC(=O)c3ccc(-c4nccs4)cc3)c2O[C@@H]1CN(C)C(=O)Nc1ccc2c(c1)OCO2	-23	16	1	0	-1.8	11[16.7 µM]	3	-1
Cc1c(NC(=S)NNC(=O)CCC(=O)O)c(=O)n(-c2ccccc2)n1C	-7	-7	0	1	-2.6	14	9	-5
O=C(NC1CCCC1)N[C@H]1C=C[C@@H](CC(=O)N2CCOCC2)O[C@@H]1CO	-5	-2	1	0	-0.2	-2[16.7 µM]	1	-1
Cc1cc(C)nc(NS(=O)(=O)c2ccc(NS(=O)(=O)c3ccccc3)cc2)n1	11	-18	-1	0	/	-3	-7	-4
C[C@@H](NC(=O)[C@H]1[C@H](CO)[C@H]2Cn3c(cccc3=O)[C@H]2N1CC1CCCC1)c1ccccc1	/	13	4	3	0.1	/	-6	2
O=C(/C=C/c1cccs1)Nc1cccc(NC(=O)/C=C/c2cccs2)n1	-12	-66	-22	-8	/	-3	-2	0

Given with two lines to a compound: 15 of the compounds above.
Every second line gives: PGC1a acetyl inh | RAD52 anneal inh | Cneo AK release | PglD inh | E-sel inducer | miR122 inh | RAD54 branch | ERAP1 inh
CSCCC(NC(=O)c1ccccc1Cl)C(=O)N1CCN(C(c2ccccc2)c2ccccc2)CC1 (configuration not stated)
→ -11 | -29 | 2 | 7 | 0.6 | 3 | -24 | 2
Nc1[nH]nc2ncc3cc4ccccc4nc3c12
→ 16 | -25 | / | / | -1.0 | / | / | 1
CN(C1=C(N2CCOCC2)C(=O)c2ccccc2C1=O)c1ccccc1
→ 0 | / | -2 | 0 | 1.7 | -3 | 2 | /
Cc1ccc2c(c1)N(CC(=O)N1CCCCC1C)C(=O)CO2 (configuration not stated)
→ / | -13 | 2 | -2 | -0.1 | / | 6 | -1
O=C1CCC(=O)N1c1ccc(NCCc2cccc(F)c2)c([N+](=O)[O-])c1
→ -1 | -24 | 0 | 4 | 0.9 | -5 | -6 | 2
CC1(C)CC(=O)C2=C(C1)N(c1cccc(O)c1)C1=C(C2)C(=O)CC(C)(C)C1
→ 9 | / | 0 | 6 | / | -9 | -1 | /
CC(C)C(=O)N1CCC(n2nccc2NC(=O)CCc2ccccc2)CC1
→ -2 | -5 | -1 | 3 | 0.3 | 9 | 6 | -7
O=C(C[C@@H]1CC[C@H]2[C@@H](COC[C@H](O)CN2Cc2ccc3c(c2)OCO3)O1)N1CCCCC1
→ 5 | 2 | -2 | 1 | -0.1 | 2[16.7 µM] | 1 | 4
CC=Cc1ccc2n(c1=O)C[C@H]1[C@H](CO)[C@@H](C(=O)NCCc3ccncc3)[C@@H]2N1Cc1ccncc1 (mixture of isomers)
→ / | -8 | 0 | -3 | -0.5 | -3[16.7 µM] | 14 | -1
COc1cc2c(cc1OC)[C@@H](NC(=O)Cc1ccc(F)cc1)[C@H](OCc1ccccc1)C2
→ / | -1 | 4 | -1 | 0.0 | / | -2 | 0
CC1(C)SC2C(NC(=O)COc3ccccc3)C(=O)N2C1C(=O)O (configuration not stated)
→ -5 | -10&-13 | 0 | 2 | -0.2 | 2 | 2 | -2&12
C[C@@H]1CN([C@H](C)CO)C(=O)c2cccc(NC(=O)c3ccc(-c4nccs4)cc3)c2O[C@@H]1CN(C)C(=O)Nc1ccc2c(c1)OCO2
→ -23 | 16 | 1 | 0 | -1.8 | 11[16.7 µM] | 3 | -1
Cc1c(NC(=S)NNC(=O)CCC(=O)O)c(=O)n(-c2ccccc2)n1C
→ -7 | -7 | 0 | 1 | -2.6 | 14 | 9 | -5
O=C(NC1CCCC1)N[C@H]1C=C[C@@H](CC(=O)N2CCOCC2)O[C@@H]1CO
→ -5 | -2 | 1 | 0 | -0.2 | -2[16.7 µM] | 1 | -1
Cc1cc(C)nc(NS(=O)(=O)c2ccc(NS(=O)(=O)c3ccccc3)cc2)n1
→ 11 | -18 | -1 | 0 | / | -3 | -7 | -4
